KOR beta-arrestin-1: KOR agonists, beta-arrestin recruitment, primary screen, cell-based, luminescence, uHTS (AID 1777). actives 0.02% (n = 280,000). KOR beta-arrestin recruitment, luminescence; higher % means a stronger effect. one-dose activation, % at 10 µM; EC50 in µM for titrated hits; in the data active = activation above about 50%, passing the limit was not always enough; also: a part of the inactive calls stands beside numbers as strong as those of hits
LYP inhibition: PTPN22 lymphoid phosphatase activity blockers – biochemical, fluorescence intensity, uHTS (AID 1779); recombinant LYP phosphatase, fluorescence intensity; higher % means a stronger effect; inhibition, % at 11.5 µM, or IC50 in µM where a hit was titrated; actives 0.054% (n = 290,000);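 also: plate controls were vehicle with enzyme for no effect and no enzyme for full effect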
Salmonella PhoP GFP: inhibitors of PhoP regulon expression, primary screen, Salmonella Typhimurium, GFP reporter (AID 1863); S. Typhimurium PhoP-regulated promoter GFP reporter, 4 h; higher % means a stronger effect; actives 0.16% (n = 300,000); one-dose inhibition, % at 50 µM; IC50 in µM for titrated hits;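 active = inhibition over 29.93%, a cutoff 3 SD above the screen mean, later confirmed by dose response; inconclusive = inhibition over 29.93% but no dose response follow-up; inactive = inhibition at most 29.93% or unconfirmed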;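 also: 0% = low Mg2+ inducing control and 100% = high Mg2+ repressing control; strong numbers were not always called active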
Siah-1 displacement: blockers of Siah-1 interaction with plectin peptide – biochemical, fluorescence polarization, rhodamine-plectin, uHTS, primary screen (AID 1817) | actives 0.02% (n = 290,000) | displacement, % at 20 µM; hits with a dose series show IC50 in µM | Siah-1 / rhodamine-plectin peptide fluorescence polarization; higher % means a stronger effect;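 active = displacement of at least 50% at 20 µM, with a fluorescence ratio check between 0.3 and a set limit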;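 also: plate controls were Siah plus tracer with DMSO for no effect and tracer alone without Siah for full effect; strong numbers were not always called active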
KOR beta-arrestin-2: KOR antagonists, beta-arrestin recruitment, cell-based, luminescence, uHTS (AID 1778); KOR beta-arrestin recruitment, luminescence, antagonist mode; higher % means a stronger effect; inhibition, % at 10 µM; hits with a dose series show IC50 in µM; actives 0.091% (n = 290,000); also: strong numbers were not always called active
HIV fusion peptide: inhibitors of HIV fusion peptide binding, primary screen, biochemical, uHTS, fluorescence dequenching (AID 1986). cell-free peptide binding, fluorescence dequenching, 30 min; higher % means a stronger effect. inhibition, % at 20 µM, or IC50 in µM where a hit was titrated. actives 0.3% (n = 290,000); in the data active = inhibition mostly above about 52%, no sharp cut-off; inactive = mostly below about 76%; also: some results filed as inactive read as strong as hits
HEK293 NOD2/NF-kB: inhibition of NOD2-driven NF-kB reporter – cell-based, luminescence, uHTS, HEK293 (AID 1566); HEK293 NOD2/NF-kB luciferase reporter, luminescence; higher % means a stronger effect; inhibition, % at 4 µM, or EC50 in µM where a hit was titrated; actives 0.63% (n = 290,000); also: many of its hits are not listed in these tables
NOD1 NF-kB reporter: inhibition of NOD1-driven NF-kB reporter – cell-based, luminescence, uHTS, primary screen (AID 1578). NOD1-driven NF-kB luciferase reporter cells, luminescence; higher % means a stronger effect. inhibition, % at 4 µM; hits with a dose series show EC50 in µM. actives 1% (n = 290,000); in the data active = inhibition mostly above about 36%, no sharp cut-off; inactive = mostly below about 34%;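 also: HEK-293T reporter cells stimulated with the NOD1 agonist gamma-tri-DAP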
Myeloid diff MLP: compounds promoting myeloid differentiation. ER-HoxA9 myeloid progenitors, lysozyme-GFP differentiation, flow cytometry. calls only at 10 µM. actives 1% (n = 360,000). AID 624256;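 active = normalized GFP-positive differentiation at or above the plate's own cutoff, the solvent-only control mean plus 3 SD; inconclusive = no clear call, values can overlap the other calls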;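 also: cells exposed to compound for four days before flow analysis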
Myeloid diff MLP GFP+ MAC1+ %: second read-out of Myeloid diff MLP, no call of its own (marks repeat the call); GFP+ MAC1+ double positive, %; measured here: differentiation confirmed by MAC1 staining
Starred values were filed as active, the others as inactive; i = inactive; ? = inconclusive; . = no result given; [ ] = another dose, or the depositor's remark. Rule as the data show it, unless noted: active = inhibition above about 50%; inactive = the rest.

structure	Myeloid diff MLP	KOR beta-arrestin-1	Siah-1 displacement	NOD1 NF-kB reporter	HEK293 NOD2/NF-kB	LYP inhibition	KOR beta-arrestin-2	Salmonella PhoP GFP	HIV fusion peptide	Myeloid diff MLP GFP+ MAC1+ %
Cc1nnc(-c2cnn(C)c2N)n1Cc1ccccc1F	i	5.1%	-3.0%	-42.2%	0.5%	-6.4%	-17.6%	15.8%	-0.8%	4.6
Oc1[nH]c2c(Cl)cc(Cl)cc2c1N=NC(=S)NCC1CCCO1 (stereo not given)	i	-9.4%	-1.8%	103.8%*	27.3%	-0.4%	30.9%	12.3%	-3.3%	0.5
O=[N+]([O-])c1ccc(O)c(Nc2ncnc3ccccc23)c1	i	.	12.4%	.	.	-12.6%	-72.8%[20 µM]	-0.9%	-2.6%	0.7
CSc1c(C#N)c(N)nc2sc(C(=O)c3ccccc3)c(N)c12	i	8.1%	-1.8%	0.7%	6.7%	-4.8%	-12.0%	-24.9%	11.3%	0.3
O=C(COc1ccc2ccccc2c1)Nc1cccc(C(=O)Nc2ccccc2C(=O)O)c1	i	19.5%	17.0%	-31.8%	6.9%	7.1%	-35.3%	-0.5%	14.3µM*	0.1
c1ccc(Cn2nnc3c(NCC4CCCO4)nc(C4CC4)nc32)cc1 (stereo not given)	i	0.2%	2.7%	-19.1%	12.6%	3.7%	1.0%	3.7%	0.3%	0.5
Cc1ccc(C)c(NC(=O)c2cc(-c3cccnc3)nc3ccccc23)c1	i	-2.4%	4.4%	-34.6%	2.0%	-4.8%	-22.9%	-12.1%	-0.7%	0.3
Cc1c(-c2ccc(/C=N/NC(=O)C(=O)Nc3ccccc3F)o2)cccc1[N+](=O)[O-]	i	2.3%	3.4%	-12.6%	6.6%	1.4%	-13.2%	-10.7%	2.3%	0.6
COc1ccccc1CNC(=O)CN1C(=O)COc2ccc(S(=O)(=O)N3CCCCC3)cc21	i	-1.3%	-5.5%	-21.6%	15.2%	-8.2%	-6.7%	10.4%	-0.6%	4.3
COCCN1CCn2c(nc3cc(NC(C)=O)ccc32)C1	i	.	1.6%	3.0%	10.8%	-9.5%	.	0.7%	1.7%	0.9
O=C1CSC(c2ccccc2F)N1c1ccccc1 (stereo not given)	i	0.0%	3.7%	-28.3%	7.2%	-3.0%	-9.2%	2.1%	1.4%	12.5
Cc1cc(C)c(S(=O)(=O)NCc2ccncc2)c(C)c1	i	2.5%	-2.9%	31.8%	43.4%	-5.5%	-28.0%	-4.0%	0.0%	0.5
CCOC(=O)C1(CCOc2ccccc2)CCN(CC(O)CO)CC1 (stereo not given)	i	-3.0%	-4.6%	21.3%	-39.3%	0.0%	-14.5%[20 µM]	7.6%	-1.0%	0.4
Cc1nc(C)c(-c2csc(Nc3ccc(O)cc3C)n2)s1	i	-5.7%	12.3%	-17.5%	4.6%	-12.7%	1.6%[20 µM]	-4.6%	0.1%	0.9
Nc1ncnc(Sc2ncccn2)c1[N+](=O)[O-]	?	2.3%	-3.9%	-42.1%	24.3%	7.8%	4.1%	-1.0%	0.2%	.
Cc1cc(=O)n2nc(N3CCCC(C(=O)N4CCc5ccccc54)C3)sc2n1 (stereo not given)	i	-3.1%	4.2%	-27.0%	7.8%	-0.3%	8.4%	-6.5%	-0.6%	0.7
COc1cccc(C(=O)NC2CC(C)(C)NC(C)(C)C2)c1OC	i	-6.5%	5.7%	-10.4%	8.5%	-7.4%	-46.5%[20 µM]	2.6%	2.6%	0.3
CC(C)(C)NC(=O)CN(c1cccc([N+](=O)[O-])c1)S(=O)(=O)c1ccccc1	i	.	16.9%	-20.2%	20.0%	-3.0%	-14.1%[20 µM]	-9.8%	-1.8%	0.3
CC(C)NS(=O)(=O)c1ccc(CCC(=O)NCc2cccnc2)cc1	i	7.5%	44.4%	-2.6%	1.1%	-2.5%	18.4%	9.1%	0.3%	0.9
Cc1n[nH]c(C)c1Cc1ccc(C(=O)O)cc1	i	-0.5%	-2.7%	-6.0%	-3.1%	-3.8%	12.7%	-6.6%	-0.4%	8.3
COC(=O)c1ccc(Nc2nc(-c3ccncc3)nc3ccccc23)cc1	i	-4.9%	6.1%	-4.4%	10.2%	-7.0%	2.2%	13.8%	-0.7%	0.1
c1ccc(CCCNCC2COc3ccccc3O2)cc1 (stereo not given)	i	-6.1%	19.0%	-18.8%	4.2%	-7.5%	-5.9%	3.6%	-1.9%	0.2
Cc1ccc(C(=O)N/C(=C\c2cccs2)C(=O)NCCc2c[nH]c3ccccc23)cc1C	i	2.0%	-0.1%	-9.1%	8.6%	1.9%	17.3%	-2.8%	4.1%	1.9
CNS(=O)(=O)c1cccc(C(=O)OCc2cc(=O)n3cc(Br)ccc3n2)c1	i	-4.2%	-2.1%	-19.1%	3.3%	-2.8%	4.4%	-12.8%	-0.2%	0.3
O=C1NC(=O)/C(=C/C(=O)N2CCOCC2)S1	i	-1.6%	-4.5%	-10.7%	11.8%	-3.0%	-57.6%[20 µM]	3.3%	-0.2%	0.4
c1ccc2c(c1)OCC(c1nnc3sc(-c4cnccn4)nn13)O2 (stereo not given)	i	-1.6%	-13.2%	-38.1%	-10.0%	4.0%	-3.5%	-4.3%	6.2%	4.7
O=C(Nc1nncs1)c1cccc(S(=O)(=O)N2CCc3ccccc32)c1	i	0.1%	9.6%	-12.7%	27.4%	3.9%	14.8%	-1.1%	4.7%	0.2
Cc1ccc(C)c(NC(=O)c2ccc3c(c2)N(Cc2ccc(F)cc2)C(=O)CS3=O)c1 (stereo not given)	i	1.3%	-0.4%	5.6%	-16.4%	-6.1%	-25.1%	9.4%	2.2%	2.8
CCOC(=O)N1CCN(C(=O)c2cc3c(-c4cccc(OC)c4)nn(C)c3s2)CC1	i	2.9%	-1.9%	1.1%	20.5%	-0.4%	-26.8%	.	0.7%	1.5
CC(=O)N=c1n(C)c2ccccc2n1CCOc1ccccc1	i	0.7%	9.3%	-35.0%	0.1%	-7.7%	-25.3%	-5.4%	3.7%	0.5
CN(C)CCN1C(=O)c2oc3ccc(F)cc3c(=O)c2C1c1ccncc1 (stereo not given)	i	-4.0%	0.9%	-13.8%	14.4%	-5.5%	35.4%	5.4%	1.3%	2.0
Cc1ccccc1-c1nc(CS(=O)(=O)CC(=O)NC(C)c2ccccc2)c(C)o1 (stereo not given)	i	5.0%	4.0%	7.1%	15.7%	-6.9%	-20.0%	-11.8%	1.1%	5.1
Fc1ccccc1OCCCCCCN1CCCC1	i	3.9%	2.9%	13.2%	-6.0%	0.5%	-16.2%	1.9%	-2.7%	6.2
CCOc1ccc(C2=Nn3c(nnc3-c3ccccc3)SC2)cc1Cl	i	2.3%	1.8%	-29.8%	-5.8%	-2.0%	1.8%	2.1%	-0.7%	1.5
Cc1ccc2[nH]c3c(=O)n(CC(=O)NCc4ccco4)ncc3c2c1	i	-8.6%	13.3%	-17.7%	3.2%	-9.5%	-3.9%	-4.1%	4.3%	3.7
Cc1cccc2cc(COC(=O)C(C)(C)C)c(=O)[nH]c12	i	1.9%	7.7%	-43.6%	-0.5%	3.9%	9.6%	-11.8%	1.6%	0.2
O=C(COc1ccccc1Cl)NNC(=O)C1CCCO1 (stereo not given)	i	-1.0%	0.9%	27.0%	-10.5%	0.8%	26.9%	-0.2%	-2.3%	0.6
Cc1ccc(C)c(N2CC(C(=O)OCC(=O)Nc3cc(C)on3)CC2=O)c1 (stereo not given)	i	-0.4%	5.1%	-11.8%	9.1%	-8.6%	-18.7%	0.4%	1.1%	1.1
COC(=O)C1CN(C(=O)COc2cc(C)c(Cl)c(C)c2)c2ccccc2O1 (stereo not given)	i	-2.5%	1.5%	6.5%	24.8%	-2.6%	0.7%	2.2%	-0.4%	0.6
COc1ccc(CCNC(=O)C/C(C)=N/NC(=O)C2CCCCC2)cc1OC	i	4.7%	6.4%	-16.4%	9.0%	-7.0%	-15.0%	-22.4%	3.1%	1.1
CN1CCN(C2=Cc3cc(Cl)ccc3Sc3cc(F)ccc32)CC1	i	8.8%	-4.9%	-8.9%	-10.5%	-7.3%	-10.3%	6.4%	-1.4%	0.0
CCOC(=O)N1CCN(S(=O)(=O)c2c(C)nc3sccn3c2=O)CC1	i	-1.3%	4.1%	-5.2%	4.3%	-11.1%	-9.6%	-2.3%	1.0%	4.1
CSc1nsc(SC)c1NC(=O)OC1CCCCC1	i	1.1%	-3.5%	-15.3%	21.0%	-5.7%	24.7%	10.0%	-0.2%	1.2
Cc1nnsc1C(=O)N1CCCC(Nc2ccc(C(C)C)cc2)C1 (stereo not given)	i	-1.4%	-2.0%	-2.8%	0.2%	-8.5%	-8.3%	5.3%	0.6%	0.9

Entries shown so far that contain a Cl atom, in the order listed:
structure	Myeloid diff MLP	KOR beta-arrestin-1	Siah-1 displacement	NOD1 NF-kB reporter	HEK293 NOD2/NF-kB	LYP inhibition	KOR beta-arrestin-2	Salmonella PhoP GFP	HIV fusion peptide	Myeloid diff MLP GFP+ MAC1+ %
Oc1[nH]c2c(Cl)cc(Cl)cc2c1N=NC(=S)NCC1CCCO1 (stereo not given)	i	-9.4%	-1.8%	103.8%*	27.3%	-0.4%	30.9%	12.3%	-3.3%	0.5
CCOc1ccc(C2=Nn3c(nnc3-c3ccccc3)SC2)cc1Cl	i	2.3%	1.8%	-29.8%	-5.8%	-2.0%	1.8%	2.1%	-0.7%	1.5
O=C(COc1ccccc1Cl)NNC(=O)C1CCCO1 (stereo not given)	i	-1.0%	0.9%	27.0%	-10.5%	0.8%	26.9%	-0.2%	-2.3%	0.6
COC(=O)C1CN(C(=O)COc2cc(C)c(Cl)c(C)c2)c2ccccc2O1 (stereo not given)	i	-2.5%	1.5%	6.5%	24.8%	-2.6%	0.7%	2.2%	-0.4%	0.6
CN1CCN(C2=Cc3cc(Cl)ccc3Sc3cc(F)ccc32)CC1	i	8.8%	-4.9%	-8.9%	-10.5%	-7.3%	-10.3%	6.4%	-1.4%	0.0

High-throughput results: PubChem, several laboratories

The list is partial (hit frequency here may not be typical).
